# ELG1 DNA repair = ELG1-dependent DNA repair inhibition | Potency, µM (series often up to 46.1 µM), for inactives: at the top dose activity change, negative = inhibition, actives largely listed as inhibitors | 330,000 tested, 2.3% active | HEK293T ELG1-luciferase reporter, luminescence, 16 h; DNA damage induced by 5-fluorouridine | AID 504467; active = well fitted inhibition curve with a large enough effect; inconclusive = small, poorly fitted or top-dose-only effect, or effect the other way; note: potency is the fitted concentration of half-maximal effect; nearly all actives have a fitted effect of over 55% in size
#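 Overnight (16 hr) co-exposure of 2,000 cells/well to 5-fluorouridine and compound at 37 °C preceded detection. Luciferase was quantified via ONE-Glo luminescence; loss of signal denotes inhibition.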
# KCNH2 3.1 inh = KCNH2 3.1 (human) potassium channel inhibition. activity change, % (tested at about 1.8 µM). 340,000 tested, 0.95% active. U2OS KCNH2 3.1, thallium flux FluxOr; active compounds read low. AID 720553;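 active = maximum activity change below -70%; inconclusive = maximum activity change from -70% to -50%; inactive = maximum activity change above -50%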;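 note: thallium influx rate constant from kinetic fluorescence after stimulation buffer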
#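 We transduce U2OS cells with the mutant 3.1 virus, culture them overnight, load FluxOr with Red40 quencher for 45 min, then add stimulation buffer and read kinetically for 2 min to derive a normalized rate constant.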
# An asterisk follows results filed as active; ? = inconclusive. % is set by controls: 0 for no effect and ±100 for the full control effect.
Compound	KCNH2 3.1 inh	ELG1 DNA repair
C=CCC[C@H](Cc1ccc(F)cc1)C(=O)OC[C@@H](Cc1c[nH]c2ccccc12)NC(=O)[C@@H](CC=C)CC(=O)N(CCO)Cc1ccccc1	-16.4	25.9µM*
CC1(C)C(=O)Nc2ccccc2N1C(=O)COC(=O)c1cccc(O)c1	14.9	?
O=C(O)c1cc(S(=O)(=O)N2CCCCC2)ccc1N1CCOCC1	13.4	0.0%
CC(C)c1ccc(S(=O)(=O)Nc2ccc3c(c2)OCO3)cc1	-23.1	?
CC[C@]1(C(=O)OC)[C@H]2C(=O)N(C)C(=O)[C@H]2[C@H]2CN=C(SCc3ccccc3)N21	22.1	19.0%
CCC(=O)N1N=C(c2ccc(NS(=O)(=O)c3ccc(C)cc3)cc2)CC1c1ccco1 (configuration not stated)	-0.5	?
O=C(COC(=O)Cc1ccc(Br)cc1)NCC1CCCO1 (configuration not stated)	-18.8	13.9%
COc1cc(OC)cc(-c2c(-c3cccs3)c3cc(-c4ccc(CN5CCOCC5)cc4)ccc3n2C)c1	-6.2	-28.2%
CC(C)[C@H](NC(=O)c1ccccc1Cl)C(=O)OCC(=O)N1CCCCC1	-16.4	?
CSc1cccc(NC(=O)COC(=O)C2(c3ccccc3)CC2)c1	-2.5	-3.0%
O=C(COC(=O)c1ccc(F)c(S(=O)(=O)N2CCOCC2)c1)c1ccccc1	1.5	24.6%
C[C@H](CO)N1C[C@H](C)[C@@H](CN(C)Cc2ccncc2)Oc2c(NS(=O)(=O)c3cn(C)cn3)cccc2C1=O	3.4	13.7%
CC(C)(C)OC(=O)N1CCC(NC(=O)c2nc[nH]c2C(=O)N2CCN(c3ccccc3)CC2)CC1	7.2	-5.6%
CC(C)(C)[C@H]1COC(=O)[C@H](NC(=O)OCC2c3ccccc3-c3ccccc32)C/C=C\C[C@@H](CC(=O)N(CCO)Cc2ccccc2)C(=O)N1	-3.7	10.3µM*
C#CCN1Cc2ccccc2Oc2cc(Br)ccc2S1(=O)=O	-0.2	-5.5%
Cc1ccc(S(=O)(=O)N2[C@@H](c3ccc(C#N)cc3)C(C(=O)O)=C[C@H]2C(C)(C)C)cc1	9.9	1.7%
CN(Cc1ccccc1)S(=O)(=O)c1ccc(NC(=O)C2CCCCC2C(=O)O)cc1 (configuration not stated)	4.3	0.0%
COc1ccc(S(=O)(=O)N2CCc3ccccc32)cc1C(=O)NCC(c1ccco1)N1CCCC1 (configuration not stated)	-20.3	18.9%
CSCC[C@H](N)C(=O)NC[C@H]1O[C@@H](n2cnc3c(N)ncnc32)[C@H](O)[C@@H]1O	7.0	?
C[C@@H]1CN([C@H](C)CO)C(=O)c2cccc(NC(=O)NC3CCCCC3)c2O[C@@H]1CN(C)C(=O)Nc1ccc(C(F)(F)F)cc1	-36.5	-21.9%

# Further structures:
Compound	KCNH2 3.1 inh	ELG1 DNA repair
Cc1cc(C(=O)COC(=O)c2cnccn2)c(C)n1-c1ccc(Br)cc1	24.1	7.4%
O=C(CNC(=O)c1ccccc1F)OC1CCOC1=O (configuration not stated)	0.2	28.2%
O=C(COc1ccc(Br)cc1F)NCC1(N2CCCCC2)CCCCC1	2.3	7.7%
CC(C)[C@H](NC(=O)c1ccc(Cl)cc1Cl)C(=O)NNC(=O)c1ccco1	-8.6	0.7%
O=C(NCCC(=O)N1CCN(c2ccccn2)CC1)c1ccc(Cl)cc1	-0.4	-2.1%
CCOC(=O)c1ccccc1NC(=O)Cc1ccc(S(=O)(=O)N2CCCC2)s1	-12.6	25.9µM*
COc1ccccc1C(=O)NC(CCSC)C(=O)NC1CC1 (configuration not stated)	32.1	?
CCC[C@@H](CN1CCC[C@H]1CN1C(N)=NC[C@H]1CC(C)C)N1C[C@@H](Cc2ccccc2)N(CCc2ccc(Cl)c(Cl)c2)C1=N	-7.1	14.7%
CCC(C)Sc1ccc(-c2nc3ccccn3c2NCc2ccccc2)cc1OC (configuration not stated)	-7.3	?
N#Cc1ccsc1NC(=O)COC(=O)c1ccc(Br)o1	-7.1	?
O=C(COC(=O)c1ccc(Br)o1)NCc1ccc2c(c1)OCO2	5.2	14.1%
Cc1noc(C)c1NC(=O)Nc1cccc2c1O[C@H](CN(C)C(=O)Nc1ccc(C(F)(F)F)cc1)[C@@H](C)CN([C@H](C)CO)C2=O	4.7	?
COc1ccc(S(=O)(=O)Nc2cccc3c2O[C@H](CN(C)Cc2ccccc2)[C@@H](C)CN([C@H](C)CO)C3=O)cc1	22.7	?
CN(C(=O)c1ccc(N2CCCCC2)c([N+](=O)[O-])c1)C1CCS(=O)(=O)C1 (configuration not stated)	41.1	2.8%
CCc1ccc(C(C)NC(=O)COC(=O)c2ccc(-n3cnnn3)cc2)cc1 (configuration not stated)	-3.7	0.0%
CCN(C(=O)CSc1nc(C)nc2sc3c(c12)CCC3)C1CCS(=O)(=O)C1 (configuration not stated)	-5.7	?
O=C1C(Cc2ccccc2)Nc2ncnc(N3CCN(c4ccccc4)CC3)c2N1Cc1ccc(Br)cc1 (configuration not stated)	-10.2	-19.0%
Cc1nn(C)c(C)c1NC(=O)COc1ccccc1C#N	-10.9	12.8%
Cn1c(N)c(C(=O)COC(=O)/C=C/c2cccc(Cl)c2)c(=O)n(C)c1=O	1.7	8.1%
O=C(CSc1ccccc1F)NCCN1C(=O)CSC1=O	11.5	?

# (listing goes on)
Compound	KCNH2 3.1 inh	ELG1 DNA repair
Cc1ccc(NC(=O)CN(C)C(=O)c2ccc(NS(=O)(=O)c3cccc([N+](=O)[O-])c3)cc2)cc1	0.6	1.1%
Cc1ccc(NC(=O)COC(=O)CC2CCCC2)cc1F	36.3	7.6%
CC(C)(C)NC(=O)C[C@H]1C[C@H](C(=O)N2CCCCC2)[C@@]2(C)c3[nH]c4cc(-c5ccco5)ccc4c3CCN2C1=O	-6.9	?
CCN(c1cccc2ccccc12)S(=O)(=O)c1cccs1	-3.8	4.5%
CSCCC(NC(=O)c1ccco1)C(=O)NNC(=O)c1n[nH]c(=O)c2ccccc12 (configuration not stated)	-1.8	-7.3%
Cc1nnc(SCC(=O)NNC(=O)c2ccc(F)cc2)n1Cc1ccccc1	31.7	12.3%
O=C(Cc1ccc2c(c1)OCO2)NN=Cc1ccc([N+](=O)[O-])o1	-5.0	16.4µM*
CCN1C(=O)[C@H]2[C@H]3CN=C(SCc4ccc(Cl)cc4)N3[C@@](CC)(C(=O)OC)[C@H]2C1=O	13.1	0.4%
O=C(CSc1nnnn1-c1ccc(Cl)cc1)N1CCNC1=O	-22.1	18.3%
Cc1cc(NC(=O)CSc2ncc(C(F)(F)F)cc2Cl)no1	-21.6	?
Cc1ccc(NC(=O)c2ncn(CC(=O)N[C@H](C)c3cccc4ccccc34)n2)cc1C	-15.4	?
Cn1c(SCC(=O)NCC2COc3ccccc3O2)nnc1C(F)(F)F (configuration not stated)	5.4	6.8%
CCN(C[C@H]1N[C@@](Cc2ccccc2)(C(=O)OC)[C@H]2C(=O)N(C)C(=O)[C@@H]12)C(=O)NC(C)C	7.9	11.6%
Cc1ccc(NC(=O)Cc2ccccc2)cc1S(=O)(=O)N1CCOCC1	-1.5	?
CN(C(=O)CSc1nc2ccccc2c(=O)n1-c1ccccc1Cl)C1CCS(=O)(=O)C1 (configuration not stated)	-22.7	-0.4%
C[C@]12c3[nH]c4cc(-c5ccco5)ccc4c3CCN1C(=O)[C@@H](CC(=O)NCc1ccco1)C[C@@H]2C(=O)N1CCOCC1	-5.8	-8.0%
O=C(COC(=O)c1ccc([N+](=O)[O-])o1)NCCCc1ccccc1	-14.6	11.3%
CSc1ccc(Cl)c(C(=O)N2CCN(CC(=O)N3CCCC3)CC2)c1	-5.0	0.0%
CN(C)CCCNC(=O)C[C@H]1C[C@H](C(=O)N2CCCCC2)[C@@]2(C)c3[nH]c4cc(CCC(=O)N(C)C)ccc4c3CCN2C1=O	33.1	?
CC1CCCC(C)N1C(=O)COC(=O)c1ccco1 (configuration not stated)	-2.9	?

# Other compounds:
Compound	KCNH2 3.1 inh	ELG1 DNA repair
C[C@H](CO)N1C[C@H](C)[C@@H](CN(C)S(=O)(=O)c2ccccc2)Oc2c(NS(=O)(=O)c3ccccc3)cccc2C1=O	2.1	5.4%
Cc1ccc(NC(=O)c2ncn(CC(=O)N[C@H](CO)Cc3c[nH]c4ccccc34)n2)cc1C	-4.5	?
Cc1ccc(S(=O)(=O)N2[C@@H](c3ccc(Br)cc3)C(C(=O)O)=CC[C@H]2c2cccc(C)c2)cc1	9.0	-3.5%
CC1CN(C(=O)CNC(=O)COc2ccccc2)CC(C)O1 (configuration not stated)	-8.4	?
O=C1CCCC/C=C\C[C@H](CC(=O)N(CCO)Cc2ccccc2)C(=O)N[C@@H](c2ccccc2)CO1	-45.0	-4.4%
O=C(O)C1CCN(C(=O)CSc2nnc3ccccn23)CC1	7.6	14.2%
COc1ccc(S(=O)(=O)Nc2ccc3c(c2)C(=O)N([C@H](C)CO)C[C@H](C)[C@@H](CN(C)C(=O)Nc2ccc4c(c2)OCO4)O3)cc1	-9.2	0.4%
CNC[C@H]1Oc2c(NS(=O)(=O)c3ccc(OC)cc3)cccc2C(=O)N([C@H](C)CO)C[C@@H]1C	-10.8	5.0%
COc1ccc(CNC(=O)CN2C(=O)NC3(CCCCCC3)C2=O)cc1	10.3	10.2%
O=C(COC(=O)c1ccc(Br)o1)NC12CC3CC(CC(C3)C1)C2	3.7	?
COc1ccc(CNC(=O)CN2C(=O)NC3(CCCCCCC3)C2=O)cc1	8.7	0.0%
COc1ccc(C(=O)OCC(=O)NC(=O)NC2CCCC2)cc1[N+](=O)[O-]	-6.0	10.4%
CN1CCN(S(=O)(=O)c2ccc(N(C)Cc3c(F)cccc3Cl)nc2)CC1	-5.8	3.5%
Cc1nc(NC(=O)COC(=O)C2CC2C)c(Cl)cc1Cl (configuration not stated)	9.2	?
CCOC(=O)[C@@H]1[C@H]2COc3cc(OC)ccc3[C@H]2N2C(=O)N(c3cccc(C)c3)C(=O)[C@]12C	1.7	?
COC(=O)[C@H](Cc1ccc(O)cc1)NC(=O)Cn1cnc2c(OCc3ccccc3)ncnc21	0.6	-0.3%
C/C(=N\NC(=O)CCC(=O)NCc1ccccc1)c1ccc([N+](=O)[O-])cc1	-8.3	-4.9%
N#CCCCc1cc2ccccc2cn1	2.8	?
NS(=O)(=O)c1cccc(NC(=O)COC(=O)CC2Sc3ccccc3NC2=O)c1 (configuration not stated)	1.4	?
COc1ccc2sc(-c3ccc(SC)cc3)c(C#CCO)c2c1	10.8	?

# Single records, as listed above. Screens in order: KCNH2 3.1 inh	ELG1 DNA repair
# Shown for COC(=O)[C@H](Cc1ccc(O)cc1)NC(=O)Cn1cnc2c(OCc3ccccc3)ncnc21 = 0.6	-0.3%
# Shown for NS(=O)(=O)c1cccc(NC(=O)COC(=O)CC2Sc3ccccc3NC2=O)c1 (configuration not stated) = 1.4	?
# Shown for CN1CCN(S(=O)(=O)c2ccc(N(C)Cc3c(F)cccc3Cl)nc2)CC1 = -5.8	3.5%
# Shown for C[C@H](CO)N1C[C@H](C)[C@@H](CN(C)S(=O)(=O)c2ccccc2)Oc2c(NS(=O)(=O)c3ccccc3)cccc2C1=O = 2.1	5.4%

# The list continues.
Compound	KCNH2 3.1 inh	ELG1 DNA repair
NC(=O)NC(CC(=O)NNC(=O)c1cccs1)c1ccc(Cl)cc1 (configuration not stated)	-6.8	1.3%
O=S(=O)(c1ccc(Cl)nc1)N1CCCC1	-2.1	0.0%
Cc1cccc(NC(=O)CNC(=O)Cn2ncc(Cl)c(Cl)c2=O)c1C	-14.6	?
Cc1ccc2c(COC(=O)C3CSC4(C)CCC(=O)N34)cc(=O)oc2c1C (configuration not stated)	8.9	-14.3%
Cc1ccc(C(=O)NCC(=O)OC2CCCCC2=O)cc1C (configuration not stated)	2.8	?
CC(=O)C[C@@H](O)CC(=O)[C@H]1OC(=O)[C@@H](C)C/C=C\Cc2ccccc21	-5.6	2.6%
CCCC(C)c1oc(=O)cc(O)c1C (configuration not stated)	-6.1	6.7%
COC(=O)[C@@]12CCCCN1[C@H](c1ccc(-c3cccc(Cl)c3)cc1)[C@@H]1C(=O)N(C)C(=O)[C@@H]12	-17.8	13.6%
CCOC(=O)C1=C(C)NC(C)=C(C(=O)OCC)C1C(=O)OCC(=O)NCc1ccccc1OC	3.5	11.6µM*
COc1ccc(OC)c(C=NNC(=O)c2ccc(NS(=O)(=O)c3cccs3)cc2)c1	13.1	1.9%
COc1ccc(S(=O)(=O)Nc2cccc3c2O[C@H](CN(C)C(=O)Nc2ccccc2)[C@@H](C)CN([C@H](C)CO)C3=O)cc1	-2.9	0.7%
CC(C)(C)c1ccc(C(=O)NCCC(=O)NNC(=O)COc2ccc(F)cc2)cc1	2.6	?
O=C(CC1(CC(=O)N2CCOCC2)CCCC1)Nc1ccc(F)cc1	-3.4	6.8%
O=C(COC(=O)c1cc(S(=O)(=O)N2CCOCC2)ccc1O)Nc1ccc2c(c1)OCO2	-3.7	-2.8%
COc1cc(S(=O)(=O)N2CCOCC2)ccc1NC(=O)COC(=O)c1ccc(Cl)nc1	0.0	0.0%
COC(=O)[C@]1(C)N[C@H](CN(C)C(=O)c2ccccc2)[C@@H]2C(=O)N(Cc3ccccc3)C(=O)[C@@H]21	-3.9	5.9%
CN(C(=O)c1cccc(S(=O)(=O)NCc2ccccc2)c1)C1CCCCC1	1.9	-25.1%

# This is a subset; count on the stated rates, not on these rows.
